# Pol iota inh – DNA polymerase iota (human) inhibition | Potency, µM (highest dose often 115 µM), for inactives: at the highest dose activity, negative = inhibition, actives largely listed as inhibitors | hit rate 1% among 390,000 | Pol iota fluorescent replication assay, 10 min
#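 Pol iota at 10 nM preincubated 15 min with compounds at room temperature; reaction started with fluorescent substrate, 50 nM final. Fluorescence read kinetically at 0 and 10 min; buffer-only wells as negative control.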
# Pol eta inh – DNA polymerase eta (human) inhibition; Q9Y253; recombinant Pol eta, fluorescent DNA replication assay; Potency, µM (titrated, usually from 114 µM), inactives show at the highest dose activity change, negative = inhibition, most hits filed as inhibitors; hit rate 1.2% among 390,000; also: % is scaled to controls: 0 for no effect and ±100 for the full control effect
#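 Fluorescent replication assay: 50 nM final substrate added after a 15 min room-temperature compound preincubation with 10 nM enzyme. Signal taken at 0 min and again at 10 min.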
# G9a block – blocks human histone lysine methyltransferase G9a; AID 504332; hit rate 8.8% among 350,000; G9a H3K9 monomethylation, AlphaScreen, 2 h; Potency, µM (doses to about 102 µM), for the others: top-dose activity, negative = inhibition, hits mostly inhibitors; Q96KQ7; also: % is scaled to controls: 0 for no effect and ±100 for the full control effect; nearly all actives have a fitted effect of over 75% in size
#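 Quantitative HTS format: methyltransferase activity on a biotin-tagged H3K9 peptide is measured by AlphaScreen, using a rabbit anti-monomethyl-H3K9 antibody with streptavidin donor and anti-IgG acceptor beads. Final levels are 20 nM enzyme, 500 nM peptide, 20 uM SAM; 2 h RT.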
# BAZ2B block – inhibitors of human BAZ2B bromodomain; AlphaScreen BAZ2B-H3K14Ac peptide displacement; Potency, µM (top dose mostly 114 µM), without a hit: at the top dose activity change, negative = inhibition, actives largely listed as inhibitors; hit rate 4.4% among 360,000; AID 504333; also: % is scaled to controls: 0 for no effect and ±100 for the full control effect; nearly all actives have a fitted effect of over 60% in size
#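 AlphaScreen luminescence quantifies BAZ2B engagement of H3K14Ac peptide; the protein and biotinylated peptide are both at 50 nM final, buffer PBS pH 7.4 with 0.01% Tween-20, all steps at room temperature.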
# Pol kappa inh – blocks human DNA polymerase kappa activity; Q9UBT6; purified Pol kappa, fluorescent DNA synthesis assay, 10 min; Potency, µM (doses to about 107 µM), without a hit: at the top dose activity, negative = inhibition, most hits filed as inhibitors; hit rate 0.53% among 400,000; AID 588579; also: % is scaled to controls: 0 for no effect and ±100 for the full control effect
#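 Here, compound and 10 nM enzyme are combined for 15 min at room temperature; adding 50 nM substrate (final) starts DNA synthesis, tracked by fluorescence at 0 and 10 min against buffer-only wells.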
# Anesthetic bind – candidate novel general anesthetic via apoferritin binding. AID 485281. hit rate 0.074% among 350,000. P02791. apoferritin/1-aminoanthracene competitive binding, fluorescence. Potency, µM (series often up to 77.5 µM), for the others: top-dose activity change, negative = displacement, hits mostly inhibitors; also: % is scaled to controls: 0 for no effect and ±100 for the full control effect; nearly all actives have a fitted effect of over 20% in size
#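 Steps: apoferritin (10 uM) was premixed with half-saturated 1-AMA in PBS, compounds were pin-transferred, plates stood 10 min at room temperature, fluorescence was read at 380/535 nm, and curves were fitted with a Hill equation.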
# Pol beta inh – DNA polymerase beta (human) inhibition | P06746 | Pol beta primer extension/strand displacement, fluorescence kinetic | Potency, µM (top dose mostly 114 µM), for the others: at the top dose activity change, negative = inhibition, actives largely listed as inhibitors | hit rate 1.3% among 340,000 | AID 485314; also: % is scaled to controls: 0 for no effect and ±100 for the full control effect
#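 Curves were derived by four-parameter Hill fits of normalized qHTS data. The kinetic fluorescent primer-extension read was taken at 0 and 10 min after 50 nM substrate, following a 15 min room-temperature preincubation of 10 nM enzyme with compounds.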
# APEX1 inh – inhibitors of human APE1 endonuclease. P27695. recombinant APE1, TAMRA/BHQ-2 abasic DNA cleavage fluorescence. Potency, µM (titrated, usually from 65.8 µM), without a hit: at the highest dose activity change, negative = inhibition, hits mostly inhibitors. hit rate 0.35% among 350,000;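 also: plate controls were vehicle for no effect and reference inhibitor for full effect; nearly all actives have a fitted effect of over 55% in size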
#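 Substrate: short duplex with […] THF abasic site, 5'-TAMRA and 3'-BHQ-2, 50 nM final. APE1 at 0.75 nM, preincubated 15 min RT with compound. Fluorescence increase from first to third read measured activity.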
# BLM helicase inh – inhibitors of human Bloom syndrome helicase BLM. P54132. recombinant BLM DNA unwinding, fluorescence dequenching. Potency, µM (highest dose often 56.1 µM), inactives show at the top dose activity change, negative = inhibition, hits mostly inhibitors. hit rate 0.2% among 350,000;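 also: plate controls were vehicle for no effect and no enzyme for full effect; nearly all actives have a fitted effect of over 35% in size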
# Target sequence (P54132 whole entry, looked up): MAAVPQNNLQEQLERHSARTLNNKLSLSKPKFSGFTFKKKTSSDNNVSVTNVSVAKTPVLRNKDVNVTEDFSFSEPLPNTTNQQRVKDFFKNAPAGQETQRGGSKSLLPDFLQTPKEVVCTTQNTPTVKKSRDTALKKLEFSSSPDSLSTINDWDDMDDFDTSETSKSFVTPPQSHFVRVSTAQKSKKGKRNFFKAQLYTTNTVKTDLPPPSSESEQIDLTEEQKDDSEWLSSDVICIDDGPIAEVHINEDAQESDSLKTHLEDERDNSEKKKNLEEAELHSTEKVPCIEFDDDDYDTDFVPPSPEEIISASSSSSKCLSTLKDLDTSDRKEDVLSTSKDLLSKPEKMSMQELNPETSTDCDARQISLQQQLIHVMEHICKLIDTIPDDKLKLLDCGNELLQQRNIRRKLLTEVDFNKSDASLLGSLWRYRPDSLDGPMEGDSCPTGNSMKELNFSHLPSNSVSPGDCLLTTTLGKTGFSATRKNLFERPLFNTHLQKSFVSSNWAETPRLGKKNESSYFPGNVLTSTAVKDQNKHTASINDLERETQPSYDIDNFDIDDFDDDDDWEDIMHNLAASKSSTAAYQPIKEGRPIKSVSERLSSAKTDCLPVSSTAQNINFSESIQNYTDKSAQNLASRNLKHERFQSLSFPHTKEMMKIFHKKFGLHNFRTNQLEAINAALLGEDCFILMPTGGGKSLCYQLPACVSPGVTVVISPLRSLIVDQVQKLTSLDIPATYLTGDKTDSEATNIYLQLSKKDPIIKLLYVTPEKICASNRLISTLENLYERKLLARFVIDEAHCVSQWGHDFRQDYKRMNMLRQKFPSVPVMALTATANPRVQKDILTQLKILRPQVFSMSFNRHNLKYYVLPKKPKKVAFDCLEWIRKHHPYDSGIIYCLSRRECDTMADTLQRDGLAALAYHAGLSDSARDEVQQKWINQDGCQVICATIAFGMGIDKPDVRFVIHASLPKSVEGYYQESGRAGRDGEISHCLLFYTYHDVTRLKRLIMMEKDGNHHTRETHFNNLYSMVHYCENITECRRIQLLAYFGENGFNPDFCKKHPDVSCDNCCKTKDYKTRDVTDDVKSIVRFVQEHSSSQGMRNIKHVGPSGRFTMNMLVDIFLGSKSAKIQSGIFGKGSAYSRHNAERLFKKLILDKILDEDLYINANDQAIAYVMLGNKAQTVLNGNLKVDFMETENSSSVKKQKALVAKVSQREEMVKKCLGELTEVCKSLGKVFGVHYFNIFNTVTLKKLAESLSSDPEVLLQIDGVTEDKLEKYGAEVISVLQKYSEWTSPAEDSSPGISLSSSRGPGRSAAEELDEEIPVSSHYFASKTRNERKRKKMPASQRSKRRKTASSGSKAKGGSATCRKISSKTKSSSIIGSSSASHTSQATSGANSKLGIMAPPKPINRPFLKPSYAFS
# An asterisk follows results filed as active; ? = inconclusive; . = no result given; & = joins results of further samples; [ ] = remark or other dose. Calls follow the shape of the dose curve; as a rule, active = well fitted curve in the direction sought with a large enough effect; inconclusive = small, poorly fitted or top-dose-only effect, or another doubt; inactive = no such curve, though single readings can be large; an effect the other way counts as inactive or inconclusive. Potency is read from the fitted curve at half-maximal effect. A portion of the library; the hit share may differ from the screen's.
1: O=C(Nc1cccc(C(F)(F)F)c1)c1sc(Cl)nc1C(F)(F)F
2: CCN(C(=O)COC(=O)C(Cc1ccccc1)N1C(=O)c2ccccc2C1=O)C1CCS(=O)(=O)C1 (stereo not drawn)
3: CCOC(=O)c1ccc(NS(=O)(=O)c2cc3c(cc2C)n(C)c(=O)c(=O)n3C)cc1
4: O=C1CC(C2CCCO2)C(=O)N1c1cccc(Cl)c1 (stereo not drawn)
5: N#C/C(=C\c1ccc(-c2ccc(C(=O)O)cc2)o1)C(=O)NCC1CCCO1 (stereo not drawn)
6: CCCCN1C(=O)CN(C2CCCCCC2)C(=O)C1c1ccc(OCCC)c(OC)c1 (stereo not drawn)

entry no.,1,2,3,4,5,6
Pol iota inh,-1%,3%,13%,-10%,?,-5%
Pol eta inh,-11%,-3%,-19%,-17%,13µM*,1%
G9a block,1%[0.501 µM],-23%[59 µM],-4%[59 µM],-32%[59 µM],10µM*,0%[59 µM]
BAZ2B block,-1%,11%,0%,4%,?,0%
Pol kappa inh,-9%,-2%,4%,4%,?,-8%[60.1 µM]
Anesthetic bind,-11%,-3%,-2%,?,5%,-13%
Pol beta inh,27%,8%,25%,9%,16µM*,-6%
APEX1 inh,16%,-6%,.,16%,?,.
BLM helicase inh,-14%,2%,0%,-2%,3%,-2%

7: CC(C)CC(=O)/C(=C/c1ccc(N(C)C)cc1)n1cncn1
8: CN1C(=S)N(c2cccnc2)C(=O)/C1=C\c1ccc(N(C)C)cc1
9: CCc1ccc(CNC(=O)c2sc3nc[nH]c(=O)c3c2C)cc1
10: CN(C(=O)Cc1noc2ccccc12)c1ccccc1
11: Cc1cccc(CN2CCN(C3CCCC3)C(CCO)C2)n1 (stereo not drawn)
12: C=CCN(CC=C)C(=O)c1cccc(OC2CCN(CC(C)(C)C)CC2)c1

entry no.,7,8,9,10,11,12
Pol iota inh,1%,10%,12%,117%[activator],16%,2%
Pol eta inh,-15%,-1%,-7%,-11%,-6%,-21%
G9a block,17%[2.33 µM],?,7%[59 µM],-1%,18%,.
BAZ2B block,2%,11µM*,4%,-1%,-15%,5%
Pol kappa inh,12%,-6%,-3%[60.1 µM],-7%,3%,-5%
Anesthetic bind,3%,-7%,-13%,-3%,-6%,-14%
Pol beta inh,16%,15%,7%,5%,5%,-2%
APEX1 inh,2%,13%,.,-3%,3%,11%
BLM helicase inh,-2%,4%,-2%,-13%,-4%,-2%

13: Cc1cc(C)cc(N(CC(=O)NCCSCc2ccccc2)S(C)(=O)=O)c1
14: COc1ccc(N2CCN(S(=O)(=O)CCNC(=O)c3c(F)cccc3Cl)CC2)cc1
15: O=C1c2ccccc2C(=O)c2c(NCCCN(CCO)CCO)cccc21
16: Cc1ccn2c(CNCC3COCCO3)c(C(=O)N3CCCCCC3)nc2c1 (stereo not drawn)
17: CCc1ccc(NC(=O)C2CCCN(S(=O)(=O)c3cccc4nsnc34)C2)cc1 (stereo not drawn)
18: Cc1nn(C)c2ncc(C(=O)c3ccccc3O)cc12

entry no.,13,14,15,16,17,18
Pol iota inh,76%[activator],26%,?,-14%,27%,30%[activator]
Pol eta inh,-7%,-15%,?,-19%,-24%,6%
G9a block,5%[12.7 µM],-32%[59 µM],45µM*,-21%,3%[59 µM],?
BAZ2B block,-8%,-17%,28µM*,-30%,.,2%
Pol kappa inh,-10%,-2%[60.1 µM],-18%,-5%,-7%,-10%
Anesthetic bind,-15%,2%,?,-11%,2%,-6%
Pol beta inh,20%,-8%,45µM*,20%,-1%,?
APEX1 inh,16%,.,?,29%,.,58%
BLM helicase inh,-6%,2%,16µM*,-2%,0%,-1%

19: Cc1ccccc1/C=C/C1=NCCN1
20: c1ccc2c(c1)OCc1cn[nH]c1-2
21: CC(=O)N/N=C(/C)c1ccc(NC(=O)c2csc(C)c2C)cc1
22: COc1cccc(NC(=O)C2C3C=CC(O3)C2C(=O)NCc2cccnc2)c1 (stereo not drawn)
23: O=C(Nc1ccc(F)c(Cl)c1)C1CC(=O)n2c(nc3ccccc32)N1 (stereo not drawn)
24: COC(=O)C1[C@H]2C(=O)N(Cc3cccs3)C[C@]23C=C[C@H]1O3 (stereo partly drawn)

entry no.,19,20,21,22,23,24
Pol iota inh,30%[activator],-9%,11%,21%,10%,-5%
Pol eta inh,3%,4%,10%,14%,9%,-9%
G9a block,30µM*,22%,-6%,?,7%,-5%[59 µM]
BAZ2B block,?,-1%,-13%,-6%,-26%,-18%
Pol kappa inh,-5%[60.1 µM],-2%,-16%,3%,-21%,9%
Anesthetic bind,.,0%,-11%,-6%,1%,0%
Pol beta inh,9%[57.1 µM],-5%,18%,25%,-19%,4%
APEX1 inh,-4%&-1%,2%,1%,5%,-1%,10%
BLM helicase inh,.,-1%,0%,-2%,-7%,-1%

25: Cn1c(SCC(=O)Nc2ccc(Br)cc2F)nnc1-c1ccco1
26: COc1ccc(C2(CNC(=O)c3cccc([N+](=O)[O-])c3)CCOCC2)cc1
27: Nc1ccc(C(=O)N(CCO)CCO)cc1
28: O=c1c(-c2ccc(Cl)cc2)nc2cnc(Nc3ccccc3)nc2n1C1CC1
29: C[C@@H]1C=C(C(=O)N2CCN(C)CC2)O[C@H](OCc2ccc(CO)cc2)C1
30: CC(=O)c1ccc(NC(=O)CSc2ccc(-c3sc(C)nc3C)nn2)cc1

entry no.,25,26,27,28,29,30
Pol iota inh,-6%,92%[activator],-7%,.,33%[activator],?
Pol eta inh,1%,3%,-4%,.,-7%,-7%
G9a block,.,-11%,-4%,1%[0.501 µM],4%[59 µM],.
BAZ2B block,-10%,-6%,-24%,.,-2%,-10%
Pol kappa inh,-10%,-15%,-9%,?,6%,-18%
Anesthetic bind,1%,-3%,-2%,.,0%,-16%
Pol beta inh,9%,-8%,-10%,.,5%,20µM*
APEX1 inh,16%,-1%,-7%,-2%,-3%,5%
BLM helicase inh,-1%,4%,-2%,2%,-2%,5%

31: Fc1ccccc1CSc1nncn1NCc1cccs1
32: Cc1cc(/C=N/NC(=O)CC2(C)OCCO2)c(C)n1-c1cc(Cl)cc(Cl)c1
33: COc1ccc(-c2nnc(NC(=O)CSc3ccccc3)s2)cc1OC
34: CSc1nc2ccccc2cc1/C=C(\C#N)c1ccc(Cl)c(Cl)c1
35: Cc1n[nH]c(=O)c2c(NC(=O)COC(=O)Cc3c(F)cccc3Cl)oc(C)c12
36: CCc1ccccc1OCC(=O)OCC(=O)Nc1cc(C)on1

entry no.,31,32,33,34,35,36
Pol iota inh,9%,-3%,-3%,-7%,37%[activator],-2%
Pol eta inh,-8%,-14%,-18%,-17%,-21%,-8%
G9a block,?,?,19%[59 µM],52%[activator][12.7 µM],25µM*,6%[59 µM]
BAZ2B block,-4%,?,0%,2%,-3%,-5%
Pol kappa inh,-19%,-1%,-12%,-24%,0%,-7%
Anesthetic bind,?,-11%,-4%,-6%,.,.
Pol beta inh,0%,5%,34%,19%,.,.
APEX1 inh,2%,1%,15%,-2%,45%[activator],3%
BLM helicase inh,3%,-2%,-2%,0%,.,.

# Part of the list above, with two lines to a compound.
# Results follow in this order: Pol iota inh, Pol eta inh, G9a block, BAZ2B block, Pol kappa inh, Anesthetic bind, Pol beta inh, APEX1 inh, BLM helicase inh
31	Fc1ccccc1CSc1nncn1NCc1cccs1
→ 9%, -8%, ?, -4%, -19%, ?, 0%, 2%, 3%
32	Cc1cc(/C=N/NC(=O)CC2(C)OCCO2)c(C)n1-c1cc(Cl)cc(Cl)c1
→ -3%, -14%, ?, ?, -1%, -11%, 5%, 1%, -2%
33	COc1ccc(-c2nnc(NC(=O)CSc3ccccc3)s2)cc1OC
→ -3%, -18%, 19%[59 µM], 0%, -12%, -4%, 34%, 15%, -2%

# Following part
37: CCc1cc(=O)n2c([nH]c3ccccc32)c1C#N
38: COc1cc([N+](=O)[O-])ccc1NC(=S)Nc1cc(C(=O)OC(C)C)cc(C(=O)OC(C)C)c1
39: COc1ccc(-n2cnc3cc(C(=O)NC4CCCCCC4)ccc32)cc1
40: CCn1c2ccccc2c2cc(/C=N/O)ccc21
41: CC(=O)c1cccc(NC(=S)NCCc2ccc(F)cc2)c1
42: COC(=O)c1ccc(CON2C(=O)c3ccccc3C2=O)cc1

entry no.,37,38,39,40,41,42
Pol iota inh,?,22%,-28%,13%,187%[activator],-2%
Pol eta inh,-5%,?,-4%,-14%,-20%,3%
G9a block,32%[12.7 µM],-2%[59 µM],-32%[59 µM],-4%,-5%,5%
BAZ2B block,2%,-30%,?,-11%,-21%,?
Pol kappa inh,7%,-6%,-21%[60.1 µM],-18%,-15%,-13%
Anesthetic bind,-3%,10%,-18%,-14%,?,0%
Pol beta inh,8%,2%,-1%,?,77%,9%
APEX1 inh,-2%,4%,.,-3%,-3%,16%
BLM helicase inh,1%,-7%,2%,-9%,-5%,1%

# Some of the entries above in another layout:
cpd	Structure	Pol iota inh	Pol eta inh	G9a block	BAZ2B block	Pol kappa inh	Anesthetic bind	Pol beta inh	APEX1 inh	BLM helicase inh
11	Cc1cccc(CN2CCN(C3CCCC3)C(CCO)C2)n1 (stereo not drawn)	16%	-6%	18%	-15%	3%	-6%	5%	3%	-4%
38	COc1cc([N+](=O)[O-])ccc1NC(=S)Nc1cc(C(=O)OC(C)C)cc(C(=O)OC(C)C)c1	22%	?	-2%[59 µM]	-30%	-6%	10%	2%	4%	-7%

# Continued.
43: CC(=O)c1cccc(NC(=O)c2sc(Cl)nc2C)c1
44: Oc1ccc(-c2sc(Nc3ccccc3)n[n+]2-c2ccc(F)cc2)cc1
45: Cc1ccc(CNC(=O)CCCn2c(=O)c3ccccc3n(CC(=O)NCc3ccco3)c2=O)cc1
46: Cc1nnsc1C(=O)N1CCN(c2ccc(F)cc2)CC1
47: CC(C)N1C(=O)N(c2ccc(Cl)cc2)C(C)(O)CC1(C)C (stereo not drawn)

entry no.,43,44,45,46,47
Pol iota inh,19%,?,1%,24%,-16%
Pol eta inh,-4%,-15%,-7%,-16%,-5%
G9a block,.,35µM*,-4%[59 µM],0%,-2%[2.33 µM]
BAZ2B block,2%,?,-5%,2%,0%
Pol kappa inh,-5%,0%,1%,0%,-25%
Anesthetic bind,-9%,0%,2%,-4%,-14%
Pol beta inh,34%,32%,-2%,-1%,5%
APEX1 inh,14%,9%,-2%,-2%,15%
BLM helicase inh,-6%,-10%,0%,-4%,-2%
